Source: PubChem BioAssay
POLI inh = qHTS for Inhibitors of Polymerase Iota. DNA polymerase iota (Homo sapiens), Q9UNA4. Pol iota fluorescent replication assay, 10 min. Potency, µM (doses to about 115 µM), inactives show at the top dose activity, negative = inhibition, actives largely listed as inhibitors. 390,000 compounds, 1% hits. AID 588590, 2011
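Pol iota at 10 nM preincubated 15 min with compounds at room temperature; reaction started with fluorescent substrate, 50 nM final. Fluorescence read kinetically at 0 and 10 min; buffer-only wells as negative control.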
BAZ2B inh = qHTS Assay for Inhibitors of BAZ2B; AlphaScreen BAZ2B-H3K14Ac peptide displacement; Bromodomain adjacent to zinc finger domain protein 2B (Homo sapiens), Q9UIF8; AID 504333, 2011; 360,000 compounds, 4.4% hits; Potency, µM (top dose mostly 114 µM), without a hit: top-dose activity change, negative = inhibition, hits mostly inhibitors; also: % is scaled to controls: 0 for no effect and ±100 for the full control effect; nearly all actives have a fitted effect of over 60% in size
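Inhibition is scored as reduced AlphaScreen emission. The BAZ2B/b-H3(5-23)K14Ac complex (50 nM each) in PBS pH 7.4, 0.01% Tween-20 meets compound (up to 110 uM) for 30 min at RT before bead addition.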
Pol eta inh = qHTS for Inhibitors of Polymerase Eta; recombinant Pol eta, fluorescent DNA replication assay; Potency, µM (doses to about 114 µM), inactives show at the top dose activity change, negative = inhibition, hits mostly inhibitors; 390,000 compounds, 1.2% hits; AID 588591, 2011; also: % is scaled to controls: 0 for no effect and ±100 for the full control effect
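Fluorescent replication assay: 50 nM final substrate added after a 15 min room-temperature compound preincubation with 10 nM enzyme. Signal taken at 0 min and again at 10 min.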
APEX1 inh = qHTS Assay for Inhibitors of the Human Apurinic/apyrimidinic Endonuclease 1 (APE1) | 350,000 compounds, 0.35% hits | DNA repair nuclease/redox regulator APEX1 (Homo sapiens), P27695 | Potency, µM (top dose mostly 65.8 µM), inactives show top-dose activity change, negative = inhibition, most hits filed as inhibitors | recombinant APE1, TAMRA/BHQ-2 abasic DNA cleavage fluorescence | AID 2517, 2012;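 also: plate controls were vehicle for no effect and reference inhibitor for full effect; nearly all actives have a fitted effect of over 55% in size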
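Substrate: short duplex with […] THF abasic site, 5'-TAMRA and 3'-BHQ-2, 50 nM final. APE1 at 0.75 nM, preincubated 15 min RT with compound. Fluorescence increase from first to third read measured activity.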
Pol beta inh = qHTS Assay for Inhibitors of DNA Polymerase Beta; AID 485314, 2010; Potency, µM (top dose mostly 114 µM), for the others: at the highest dose activity change, negative = inhibition, most hits filed as inhibitors; 340,000 compounds, 1.3% hits; P06746; Pol beta primer extension/strand displacement, fluorescence kinetic; also: % is scaled to controls: 0 for no effect and ±100 for the full control effect
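Reaction started by 50 nM substrate onto compound-treated Pol beta (10 nM, 15 min preincubation, room temperature); plates read at 0 min and 10 min. Normalized concentration-effect data fitted by four-parameter Hill equation.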
G9a block = qHTS Assay for Inhibitors of Histone Lysine Methyltransferase G9a. Histone-lysine N-methyltransferase EHMT2 (Homo sapiens), Q96KQ7. G9a H3K9 monomethylation, AlphaScreen, 2 h. Potency, µM (series often up to 102 µM), without a hit: at the top dose activity, negative = inhibition, usual class: inhibitors. 350,000 compounds, 8.8% hits. AID 504332, 2011; also: % is scaled to controls: 0 for no effect and ±100 for the full control effect; nearly all actives have a fitted effect of over 75% in size
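G9a (20 nM) was preincubated 15 min with compound, then reacted 2 h at room temperature with 500 nM biotin-H3K9 peptide and 20 µM SAM. Monomethyl-H3K9 detected by AlphaScreen using anti-H3K9me1 antibody.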
Pol kappa inh = qHTS for Inhibitors of Polymerase Kappa; Potency, µM (titrated, usually from 107 µM), for inactives: at the highest dose activity, negative = inhibition, hits mostly inhibitors; 400,000 compounds, 0.53% hits; AID 588579, 2011; DNA polymerase kappa (Homo sapiens), Q9UBT6; purified Pol kappa, fluorescent DNA synthesis assay, 10 min; also: % is scaled to controls: 0 for no effect and ±100 for the full control effect
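Fluorescent qHTS in 1536-well format: enzyme (10 nM) and compound sat 15 min at room temperature before 50 nM substrate (final) was added. Signal taken at 0 and 10 min; no-enzyme buffer wells were negative controls.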
BLM helicase inh = qHTS Assay for Inhibitors of Bloom's syndrome helicase (BLM). RecQ-like DNA helicase BLM (Homo sapiens), P54132. recombinant BLM DNA unwinding, fluorescence dequenching. Potency, µM (doses to about 56.1 µM), inactives show top-dose activity change, negative = inhibition, most hits filed as inhibitors. 350,000 compounds, 0.2% hits. AID 2528, 2010;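 also: plate controls were vehicle for no effect and no enzyme for full effect; nearly all actives have a fitted effect of over 35% in size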
JMJD2A Tudor = qHTS Assay for Inhibitors of JMJD2A-Tudor Domain; Lysine-specific demethylase 4A (Homo sapiens), O75164; AlphaScreen JMJD2A-Tudor / H3K4me3 peptide binding; Potency, µM (series often up to 114 µM), inactives show at the highest dose activity change, negative = inhibition, actives largely listed as inhibitors; 390,000 compounds, 4.4% hits; AID 504339, 2011; also: % is scaled to controls: 0 for no effect and ±100 for the full control effect; nearly all actives have a fitted effect of over 50% in size
* marks the source's active call; other numbers are inactive results; ? = inconclusive; · = no result given; & = joins results of further samples; [ ] = dose if it differs, or a comment. Calls follow the shape of the dose curve; as a rule, active = well fitted curve in the direction sought with a large enough effect; inconclusive = small, poorly fitted or top-dose-only effect, or another doubt; inactive = no such curve, though single readings can be large; an effect the other way counts as inactive or inconclusive. Potency is read from the fitted curve at half-maximal effect. An excerpt; count on the stated rates, not on these rows.

Letter code: A = POLI inh; B = BAZ2B inh; C = Pol eta inh; D = APEX1 inh; E = Pol beta inh; F = G9a block; G = Pol kappa inh; H = BLM helicase inh; I = JMJD2A Tudor
1	O=C(N/N=C/c1cccc([N+](=O)[O-])c1)c1ccc(Br)cc1
  A: ?	B: -18%	C: -16%	D: 5%	E: -29%	F: 3%	G: ?	H: -6%	I: ?

2	CCCN(c1ccc(OCC)cc1)c1ncnc2nc[nH]c12
  A: 36%[activator]	B: 6%	C: -14%	D: -4%	E: -10%	F: 6%[59 µM]	G: -18%	H: 0%	I: -18%

3	COc1cc(OC)c(S(=O)(=O)N2CCN(C(=O)c3ccco3)CC2)cc1NC(C)=O
  A: 60%[activator]	B: -11%	C: -16%	D: 8%	E: 14%	F: 3%	G: -19%	H: -4%	I: -33%

4	O=C(CSc1nnnn1C1CCCCC1)NCc1ccc2c(c1)OCO2
  A: 28%	B: 0%	C: -4%	D: -1%	E: -2%	F: -2%	G: 5%	H: -2%	I: -5%

5	Cc1ccc2c(c1)C(=O)C(=O)N2Cc1ccc(Cl)cc1
  A: -6%	B: ·	C: -3%	D: -1%	E: ·	F: ·	G: 5%	H: ·	I: ?

6	CCOc1ccc(-c2onc(C(F)(F)F)c2-c2cscn2)c(O)c1
  A: 29%	B: -1%	C: -18%	D: -5%	E: -3%	F: -1%[59 µM]	G: -8%	H: -5%	I: -4%

7	Cn1cccc1/C=C(/C#N)C(N)=S
  A: 56%[activator]	B: ?	C: -12%	D: 10%	E: 48%	F: ?	G: -5%	H: 1%	I: -24%

8	COC(=O)c1ccccc1NC(=O)C12CCC(C)(C(=O)O1)C2(C)C (stereo unspecified)
  A: -7%	B: 6%	C: 3%	D: -6%	E: 13%	F: -20%[12.7 µM]	G: 3%	H: 1%	I: 0%

9	Cc1cc(C(=O)NC2CCCC2)on1
  A: 13%	B: -1%	C: -8%	D: ?	E: 33%	F: 11%[59 µM]	G: 5%	H: -11%	I: 2%

10	CN(C)S(=O)(=O)c1ccc(C(=O)NCCSc2ccccc2)cc1
  A: ?	B: 6%	C: 6%	D: 17%	E: -3%	F: -18%	G: -3%	H: 0%	I: -1%

11	CCOC1Cc2ccccc2N(C(N)=O)c2ccccc21 (stereo unspecified)
  A: 4%	B: 5%	C: 2%	D: 4%	E: 4%	F: -1%	G: -4%	H: 1%	I: -8%

12	O=C(Nc1c2c(nn1-c1ccc(F)cc1)CS(=O)(=O)C2)c1ccc(Br)o1
  A: 12%	B: -17%	C: -12%	D: 57%[activator]	E: 20%	F: 1%	G: 13%	H: -1%	I: -3%

13	O=C(COc1ccccc1)NCC(c1cccs1)S(=O)(=O)c1ccc(Cl)cc1 (stereo unspecified)
  A: -4%	B: -11%	C: -13%	D: ·	E: 18µM*	F: 10µM*	G: -9%[60.1 µM]	H: -5%	I: 18µM*

14	COCCCNc1nc(N)c([N+](=O)[O-])c(NC2CCCCC2)n1
  A: 9%	B: 4%	C: -4%	D: -3%	E: 14%	F: 20%[2.33 µM]	G: -13%	H: -3%	I: -18%

15	Clc1ccc(-n2ncc3c(NCc4cccs4)ncnc32)cc1
  A: 16%	B: 0%	C: -2%	D: -6%	E: 1%	F: 3%[59 µM]	G: -11%	H: -8%	I: 22%

16	O=c1c2oc3ccccc3c2n(Cc2ccccc2F)c(=O)n1Cc1ccco1
  A: -21%	B: -36%	C: 17%	D: ·	E: 23%	F: -23%[59 µM]	G: -10%	H: -3%	I: -5%

17	N#CCN=C(c1ccccc1)c1ccccc1
  A: -11%	B: 14%	C: -10%	D: -16%	E: ·	F: 14%[0.501 µM]	G: -11%	H: ·	I: 3%

18	CCCCCn1c(SCCC(C)C)nc2c1c(=O)[nH]c(=O)n2C
  A: 13%	B: 6%	C: -31%	D: -8%	E: -1%	F: 10µM*	G: -10%	H: -4%	I: -23%[11.4 µM]

19	CC12CCC(C[N+](C)(C)C1)C2(C)C (stereo unspecified)
  A: 31%[activator]	B: -8%	C: -15%	D: 2%	E: 21%	F: ?	G: -9%	H: -3%	I: 22µM*

20	Cc1ccnc(NS(=O)(=O)c2ccc(NC(=O)c3cc(=O)c4ccc(C)c(C)c4o3)cc2)n1
  A: -16%	B: -1%	C: 4%	D: ·	E: 1%	F: -47%[59 µM]	G: -2%	H: 3%	I: -28%

21	CCOc1cc(C(=O)Nc2cccc(OCC(=O)N3CCOCC3)c2)cc(OCC)c1OCC
  A: 32%[activator]	B: 11%	C: 13%	D: -2%	E: 9%	F: 13%	G: -14%	H: -4%	I: -9%

22	CCc1nnc(NC(=O)c2ccc(Cl)c(S(=O)(=O)N3CCc4ccccc43)c2)s1
  A: ?	B: -1%	C: ?	D: 0%	E: 20µM*	F: -29%[59 µM]	G: -24%	H: -8%	I: -22%

23	CSCC[C@H](NC(=O)c1ccc2ccccc2c1)C(=O)N1CCC2(CC1)NCCc1[nH]cnc12
  A: 12%	B: ?	C: -10%	D: 5%	E: ?	F: 45µM*	G: -20%	H: 2%	I: ?

24	COCCN(C(=O)c1ccc(N2CCCC2=O)cc1)c1c(N)n(Cc2ccccc2)c(=O)[nH]c1=O
  A: -15%	B: 6%	C: -12%	D: 19%	E: ·	F: 7.9µM*	G: -9%	H: ·	I: -12%

25	CN1CC[C@H](CN2c3ccccc3Sc3ccccc32)C1
  A: 5%	B: ·	C: ·	D: ·	E: ·	F: 16µM*	G: 1%[60.1 µM]	H: 5%	I: ·

26	COc1cc2c(cc1OC)C1(CCCC1)C(N)=C2C#N
  A: 3%	B: ?	C: -18%	D: 2%	E: 10%	F: ?	G: -4%	H: 0%	I: ?

27	CCOC(=O)N1CCc2c(sc(NC(=O)Cc3ccccc3)c2C(=O)c2ccc(OC)cc2)C1
  A: 30%	B: -35%	C: ?	D: -4%	E: -6%	F: ?	G: -6%	H: -10%	I: -31%

28	CC1CN(C(=O)N2CCC(C(=O)NCc3ccco3)CC2)c2ccccc2O1 (stereo unspecified)
  A: 10%	B: -33%	C: -13%	D: ·	E: 0%	F: ?	G: -17%	H: -13%	I: ?

29	CCCCN1C(C)=CC(=C2C(=O)c3ccccc3C2=O)C=C1C
  A: 32%[activator]	B: -20%	C: -1%	D: -9%	E: -12%	F: -45%	G: -11%	H: -1%	I: -20%

30	O=C(N/N=C/c1ccncc1)C12CC3CC(CC(C3)C1)C2
  A: 51%[activator]	B: -3%	C: 2%	D: 0%	E: 19%	F: 13%[12.7 µM]	G: 1%	H: -1%	I: -34%

31	CCn1c(SCC(=O)NCCc2ccccc2)nnc1-c1cccs1
  A: -1%	B: 8%	C: -6%	D: 1%	E: 21%	F: 3%[59 µM]	G: -10%	H: 2%	I: -1%

32	COC(=O)c1cc(NC(=O)Nc2cccc(Cl)c2)ccc1Cl
  A: ?	B: 10%	C: -16%	D: -10%	E: -16%	F: 28%	G: -11%	H: -15%	I: 8%

33	CCCC(=O)NC(c1ccc(Cl)cc1Cl)c1ccc2cccnc2c1O (stereo unspecified)
  A: 84%[activator]	B: -2%	C: -18%	D: 13%	E: -14%	F: 20%	G: -10%	H: -7%	I: -19%

34	CCc1ccccc1NC(=O)/C(C#N)=C\c1ccc(Sc2ccccc2)o1
  A: ?	B: 7%	C: -10%	D: -7%	E: 19%	F: 13%[59 µM]	G: -9%	H: -1%	I: -13%

35	O=C(Cc1ccc(F)cc1)N1CCN(c2ccc([N+](=O)[O-])cc2)CC1
  A: 31%	B: -8%	C: -1%	D: 13%	E: ?	F: 0%[59 µM]	G: 3%	H: -2%	I: -21%

36	CCCCN(C)C(=O)CC(NS(=O)(=O)c1ccc(NC(C)=O)cc1)C(C)C (stereo unspecified)
  A: 161%[activator]	B: 2%	C: -22%	D: -2%	E: -14%	F: -29%	G: -12%	H: -4%	I: -9%

37	COc1ccc(S(=O)(=O)NCC2CCC(C(=O)N3CCC4(CC3)OCCO4)CC2)cc1 (stereo unspecified)
  A: 4%	B: 0%	C: -22%	D: -6%	E: 0%	F: -3%[59 µM]	G: 5%	H: 2%	I: 8%

38	CCOCCCn1c(SCC(=O)Nc2cc(C)ccc2C)nc2c(oc3ccccc32)c1=O
  A: 13%	B: 2%	C: -10%	D: ·	E: -14%	F: -3%[59 µM]	G: ?	H: -8%	I: -8%

39	CCOC(=O)c1c(N)sn(-c2ccccc2)c1=S
  A: 18%	B: -8%	C: -17%	D: -5%	E: -2%	F: -16%[59 µM]	G: -9%	H: -2%	I: -22%

40	CCCn1c(SCC(N)=O)nnc1-c1ccco1
  A: 11%	B: 1%	C: 1%	D: 4%	E: 27%	F: -6%[59 µM]	G: -1%	H: 1%	I: ?

41	CC(=O)c1ccc(-n2c(C)c(C(C)=O)c3cc(O)ccc32)cc1
  A: 31%[activator]	B: -4%	C: -6%	D: -7%	E: 39%	F: -8%	G: -8%	H: -5%	I: -8%

42	O=C(O)CCC(=O)NCCn1c(-c2ccccc2)csc1=Nc1ccccc1
  A: 20%&6%	B: ?	C: -22%&-2%	D: -3%	E: 32%	F: ?	G: -11%&-3%	H: 0%	I: -16%&-24%

43	COc1ccc(C(C)=O)cc1COc1cc(C)c(Cl)c(C)c1
  A: -5%	B: 4%	C: -5%	D: 8%	E: ?	F: ·	G: -1%	H: -3%	I: 10%

44	CS(=O)(=O)N1CCC(C(=O)Nc2cccc(C(F)(F)F)c2)CC1
  A: 6%	B: 24%	C: 2%	D: 1%	E: 7%	F: -7%	G: -5%	H: -6%	I: -13%
